# TEAD-YAP inh = TEAD-YAP interaction inhibition | 640,000 tested, 1.4% active | inhibition, % at 9.12 µM | HEK-TIYL cells, TEAD-Gal4/YAP UAS-luciferase luminescence; in the data active means inhibition above about 32%;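 further: 0% = median of test compound wells and 100% = reference inhibitor wells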
# GPR151 ag = human GPR151 activation | Q8TDV0 | activation, % at 11.2 µM | PathHunter beta-arrestin GPR151 cells, luminescence | 650,000 tested, 1% active; in the data active means activation above about 4.9%;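 further: 0% = median of compound wells and 100% = cells with positive control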
# Target sequence (Q8TDV0 whole entry, looked up): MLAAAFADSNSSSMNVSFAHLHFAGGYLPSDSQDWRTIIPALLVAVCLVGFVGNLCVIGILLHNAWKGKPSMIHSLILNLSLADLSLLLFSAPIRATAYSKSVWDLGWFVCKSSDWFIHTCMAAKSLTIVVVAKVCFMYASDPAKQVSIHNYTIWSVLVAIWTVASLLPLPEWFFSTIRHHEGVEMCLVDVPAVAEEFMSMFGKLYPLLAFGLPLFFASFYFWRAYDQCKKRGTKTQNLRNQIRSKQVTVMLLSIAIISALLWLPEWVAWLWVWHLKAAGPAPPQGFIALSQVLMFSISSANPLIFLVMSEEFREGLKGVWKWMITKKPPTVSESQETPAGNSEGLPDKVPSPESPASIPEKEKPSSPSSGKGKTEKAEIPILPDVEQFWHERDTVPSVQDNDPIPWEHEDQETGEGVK
# FBW7 act = activators of human E3 ligase FBW7; normalized activity (activation), % at 26.1 µM; AlphaScreen FBW7–phospho-cyclin E peptide binding, activator screen; 650,000 tested, 0.13% active; in the data active means normalized activity above about 1.9%;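 further: purified mutant Fbw7 with reduced substrate affinity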
# MITF inh = human MITF inhibition, primary screen; O75030; AlphaScreen MITF homodimerization, bead proximity signal; AID 1259374; 650,000 tested, 0.91% active; inhibition, % at 2.6 µM; in the data active means inhibition above about 50%;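 further: 0% = vehicle wells with protein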
# Target sequence (O75030 whole entry, looked up): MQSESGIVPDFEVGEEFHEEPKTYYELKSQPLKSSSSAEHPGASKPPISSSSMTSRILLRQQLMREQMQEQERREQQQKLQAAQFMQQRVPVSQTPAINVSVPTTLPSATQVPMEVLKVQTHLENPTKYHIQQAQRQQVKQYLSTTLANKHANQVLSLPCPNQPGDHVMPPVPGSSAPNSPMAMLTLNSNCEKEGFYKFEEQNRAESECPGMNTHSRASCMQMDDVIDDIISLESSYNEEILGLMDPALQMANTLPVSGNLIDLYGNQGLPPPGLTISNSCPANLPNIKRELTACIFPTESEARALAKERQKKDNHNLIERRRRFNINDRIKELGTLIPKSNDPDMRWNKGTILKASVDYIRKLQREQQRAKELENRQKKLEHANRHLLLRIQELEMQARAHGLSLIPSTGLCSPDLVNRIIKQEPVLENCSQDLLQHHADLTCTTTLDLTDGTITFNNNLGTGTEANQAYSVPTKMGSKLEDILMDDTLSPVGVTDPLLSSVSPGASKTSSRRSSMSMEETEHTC
# Starred values were filed as active, the others as inactive; . = no result given; & = joins results of further samples; ! = repeats disagree. Not all compounds are listed; rates above refer to the full screens.
SMILES,TEAD-YAP inh,GPR151 ag,FBW7 act,MITF inh
COc1ccc2[nH]c3c(c2c1)CCNC3C (stereo unspecified),-3.8,1.8,-0.1,-1.4
O=C(Cc1ccc([N+](=O)[O-])cc1)N1CCN(C/C=C/c2ccccc2)CC1,11.7,1.9,-0.1,10.3
CCO/C(C)=C/c1sc2ccccc2[n+]1CCO,1.0,0.3,-0.3,12.7
CC(=O)c1ccc(N2CCN(Cc3cccc(F)c3)CC2)cc1,4.5,-0.4,-0.1,23.0
O=C(Cc1ccccc1)Oc1cccc(N2C(=O)CCC2=O)c1,-3.8,-1.1,0.1,10.5
Cc1cccc(CS(=O)(=O)Cc2ccc(C(=O)N3CCC4(CC3)OCCO4)o2)c1,-6.3,0.7,-0.1,-0.2
CN(C)C(=O)Oc1cccc2cccnc12,-1.8,-0.8,-0.1,-0.1
CC1CN(c2ccc([N+](=O)[O-])c(N)c2)CC(C)N1 (stereo unspecified),-2.5,-0.4,0.0,-3.8
CCN=Cc1c(O)n(C)c(=O)n(C)c1=O,0.1,0.4,0.3,-10.2
O=C(Nc1ccc(Br)cc1C(=O)c1ccccc1)c1ccc(S(=O)(=O)N2CCOCC2)cc1,3.6,-0.5,0.0,9.7
O=C1C=CC(=O)c2c(O)cccc21,1.7,0.2,-0.2,108.5*
Cc1ccc(OCC(=O)N2CCN(Cc3cccc(C)c3)CC2)cc1,7.6,0.5,0.0,51.2*
Cc1ccc(N=Cc2c(O)n(-c3ccc(C)cc3)c(=O)[nH]c2=O)cc1,4.9&-2.6,0.8&0.8,0.1&0.0,-6.3&7.9
COc1cc(C=C(C#N)C#N)ccc1OC(C)=O,14.6,0.4,0.7,10.7
COC(=O)C1CC2CCCN2C12C(=O)N(C)c1ccccc12 (stereo unspecified),-14.2,1.1,-0.1,-5.8
Cn1ccnc1C1(O)CC2CCC(C1)N2CC(=O)N1CCCc2ccccc21 (stereo unspecified),-2.6,1.8,-0.1,3.5
O=c1[nH]c(=S)n(Cc2ccco2)c(O)c1C=NCc1cccs1,-2.6,0.1,0.1,19.3
O=C1Nc2ccc(Br)cc2C(c2ccccc2Cl)=NC1O (stereo unspecified),0.2,0.6,0.1,3.9
CC(C)NP(=O)(NC(C)C)OP(=O)(NC(C)C)NC(C)C,-5.3,0.4,-0.2,2.5
Cc1nc(SCc2ccccc2)[nH]c(=O)c1CC(=O)N1CCN(Cc2ccccc2)CC1,-1.4,6.2*,0.0,6.3
CN1C(=O)N(C(=O)c2ccccc2)C(=O)C(C)(C2=CCCCC2)C1=O (stereo unspecified),1.6,0.4,0.1,-9.6
Cc1cccc(CNCCc2ccccc2)n1,-5.5,-0.4,0.1,0.4
COc1ccccc1CCNCc1cc(OC)c(OC)cc1OC,1.5,-2.1,0.1,28.0
Cc1cc(C)c(C2=NCCNC(C(F)F)=C2)c(=O)[nH]1,4.4,0.7,0.2,3.5
CNC(=O)O/N=C/c1[nH]ncc1Br,-2.4,1.8,0.3,-5.1
Cc1cccn2c(CNC(C)Cc3cccnc3)c(C(=O)N3CCCCC3)nc12 (stereo unspecified),0.3,-0.9,0.2,0.9
CN1CCC(N(C)c2nc3nonc3nc2NCc2ccccc2)CC1,-8.0,-0.8,0.1,5.8
O=C(c1cc2nc(-c3ccccc3)cc(-c3ccccc3)n2n1)N1CCC2(CC1)OCCO2,13.1,-0.2,0.1,5.6
COC(=O)CSC1=NN1c1cc(C)nc(N)n1,-2.4,-0.2,-0.1,1.0
Cc1cc(C)[n+]2cc(Br)cc(Br)c2n1,5.2,0.8,0.2,-3.7
CC(C)=CCOc1cc(C)cc2oc(=O)c3c(c12)CCC3,15.0,1.5,0.0,1.2
Cc1ccc(-n2c(/C=C/c3ccccc3Br)nc3ccccc3c2=O)cc1,51.3*,-0.3,0.1,-8.3
O=P(OCC(F)(F)C(F)F)(N1CCOCC1)N1CCOCC1,-6.2,1.3,0.1,3.4
CCOC(=O)c1c(C)[nH]c(C(=O)C(Cc2ccccc2)N(C)C)c1C (stereo unspecified),-14.9,-1.2,0.2,13.2
COc1ccccc1/C=C/c1nc2ccccc2c(=O)n1-c1ccc(Br)c(C)c1,4.7,1.1,-0.1,-10.8
CC1(C)N=C(c2ccccc2)C2C(c3ccccc3)N21 (stereo unspecified),-4.5,-0.5,0.3,14.0
Cc1ccc(C2C(S(C)(=O)=O)=C(O)C(=O)N2c2ccccc2)cc1 (stereo unspecified) (tested in a mixture with another compound),11.0,2.2,-0.1,-1.9
O=c1c2ccccc2[nH]c(=S)n1-c1ccc(F)cc1,-8.5,0.4,-0.1,-6.4
COc1ccc(CN2CCN(C)CC2)cc1OC,1.5,-0.7,0.1,40.8
COc1ccc(Cc2nc3ccccc3n2C2CCN(Cc3cnn(C)c3)CC2)cc1,5.2,0.0,0.0,11.9

# Given with two lines to a compound: part of the list above
# Each structure is followed by: TEAD-YAP inh	GPR151 ag	FBW7 act	MITF inh
> COc1ccccc1CCNCc1cc(OC)c(OC)cc1OC
    1.5	-2.1	0.1	28.0
> CN1CCC(N(C)c2nc3nonc3nc2NCc2ccccc2)CC1
    -8.0	-0.8	0.1	5.8

# (listing goes on)
SMILES,TEAD-YAP inh,GPR151 ag,FBW7 act,MITF inh
C[C@@H]1O[C@@H](O[C@H]2CC[C@H](O[C@H]3[C@H](O)C[C@H](c4ccc5c(c4O)C(=O)C4=C(C5=O)[C@@]5(O)C(=O)C[C@](C)(O[C@H]6CC[C@H](O[C@H]7C=CC(=O)[C@H](C)O7)[C@H](C)O6)C[C@@]5(O)C=C4)O[C@@H]3C)O[C@H]2C)C=CC1=O,-1.7,1.2,-0.4,2.7
ClC1=C(Cl)C2(Cl)C3COCOCC3C1(Cl)C2(Cl)Cl (stereo unspecified),-0.5,1.1,0.0,-7.5
Cc1ccc(NP(=O)(NC(=O)c2cccn2C)Nc2ccc(C)cc2)cc1,8.0,3.8,0.0,12.1
Cc1cc(OCC(=O)OCc2ccccc2)c2c3c(c(=O)oc2c1)CCCC3,0.6,-0.4,0.2,12.4
COc1ccc(CC2(CCc3ccncc3)C(=O)NC(=O)NC2=O)cc1OC,-3.0,-1.7,-0.2,-0.4
O=C(O)Cc1ccccc1,9.9,-0.5,-0.1,15.0
COc1ccccc1Cn1c(SCC#N)nc2cc(C(=O)N3CCC4(CC3)OCCO4)ccc2c1=O,-3.2,1.1,-0.1,-4.1
Cc1ccccc1-n1c(-c2ccccc2F)nc2ccccc2c1=O,-5.7,-0.4,0.3,9.1
CCc1ccc(N2C(=O)NC(=O)C(Cc3ccc(OC)cc3OC)C2=O)cc1 (stereo unspecified),3.3,-1.9,0.5,17.3
CC1=C(C(=O)O)N2C(=O)C(NC(=O)CCCC(=O)O)C2SC1 (stereo unspecified),3.7,1.8,-0.1,-6.7
Cc1[nH]c2ccc(F)cc2c1CCN,-0.8,1.2,0.0,3.6
CCN1CCN(c2cc(C)c([N+](=O)[O-])cc2F)CC1,-3.3,2.4,1.0,8.6
NC(=O)c1ccc(CN2CC3CCC2C3)[nH]c1=O (stereo unspecified),11.1,1.6,0.1,3.4
COC(=O)C1(O)c2ccccc2-c2ccccc21,1.8,-0.6,0.0,15.0
COc1ccc(Br)cc1CNCCc1ccc(OC)c(OC)c1,7.3,0.0,-0.1,-14.2
Nc1nonc1NC(=O)COC1CN2CCC1CC2 (stereo unspecified),2.6,-0.5,-0.1,5.0
COc1cc(/C=C2/C(=O)NC(=O)N(Cc3ccc(F)cc3)C2=O)cc(OC)c1O,10.0,-0.2,-0.9,10.9
CCCCN(C(=O)c1ccccc1)C1=CC2CCC(C1)N2C (stereo unspecified),1.9,-0.8,-0.1,4.1
CC(=O)Nc1ccccc1C(=O)OCc1ccc(F)cc1,-8.1,-1.0,0.0,-1.7
O=C(O)CSc1cc(Cl)c2nonc2c1[N+](=O)[O-],13.3,0.6,0.1,87.3*
O=C(CN1C2CCC1CC(O)(c1ccccc1F)C2)NCC1CC1 (stereo unspecified),-1.5,-0.1,-0.1,-0.8
COc1ccc(OC)c(C(O)C(C)N)c1 (stereo unspecified),6.6&-2.6,-2.4&0.9&-0.7,0.0&-0.1&-0.1,-2.7&-18.2&-1.0
Cc1ccc2c(c1)nnn2C1CCN(Cc2nnnn2Cc2ccc(F)cc2)CC1,-14.6,0.4,0.0,6.4
COc1cccc(CN2CCN(c3ccccc3)CC2)c1OC,7.8,0.2,0.2,27.7
O=C(CN1CCCCC1)c1ccc2cc[nH]c2c1,-13.6,-0.9,0.6,-12.3
O=C(CNS(=O)(=O)c1ccc(Br)s1)N1CCC2(CC1)OCCO2,-7.5,0.3,0.2,23.6
Cc1c(Cl)cccc1NC1=NCCCS1,6.0,-0.7,-0.2,-0.1
O=C(CN1CCOCC1)c1cccc2ccccc12,-4.7,-1.9,0.2,56.4*
O=C1CCC2(O)[C@H]3Cc4ccc(O)c5c4[C@@]2(CCN3CC2CC2)[C@H]1O5 (stereo partly specified),.,0.9,0.2,-8.1
OCC(O)[C@H]1O[C@@H]2O[C@H](C(Cl)(Cl)Cl)O[C@@H]2[C@H]1O (stereo partly specified),-9.3,-0.5,-0.1,4.2
O=C(Oc1cccc2cccnc12)c1cc(S(=O)(=O)N2CCCCC2)c(Cl)cc1Cl,3.1,0.7,-0.2,15.8
CCN1CCN(c2cnn(C34CC5CC(CC(C5)C3C(=O)O)C4)c(=O)c2Cl)CC1 (stereo unspecified),5.3,0.8,0.0,1.2
N=C1c2ccccc2CN1/C=C(\Cl)c1ccccc1,-42.5,-2.5,-0.2,2.5
CC(C)CCn1c(=O)c(C(=O)Nc2ccccc2)c(O)c2ccccc21,10.6,0.7,-0.1,8.8
O=C1NC(=O)C(Br)(Cc2ccccc2)C(=O)N1,5.2,0.1,-0.3,9.2
Cc1[nH]nc2c1C(c1cccc(OCc3c(Cl)cccc3Cl)c1)C(C#N)=C(N)O2 (stereo unspecified),5.9,-0.5,0.2,7.2
Cc1ccc2cccc(OC(=O)N(C)C)c2n1,-2.3,0.9,-0.1,-6.8
CC(=O)N1N=C2C3CCN(CC3)C2C1c1cccc([N+](=O)[O-])c1 (stereo unspecified),2.6,-1.6,0.2,13.2
CN1CCc2nc3sc(C(N)=O)c(N)c3cc2C1,-15.2,-0.1,-0.1,2.6
CC1(C)CC(NC(=O)c2ccc(CN3CC=C(c4ccccc4)CC3)[nH]c2=O)CCO1 (stereo unspecified),4.0,-0.5,0.0,-12.7

# Quoted from above (4 entries):
SMILES,TEAD-YAP inh,GPR151 ag,FBW7 act,MITF inh
COc1cccc(CN2CCN(c3ccccc3)CC2)c1OC,7.8,0.2,0.2,27.7
O=C(CN1CCCCC1)c1ccc2cc[nH]c2c1,-13.6,-0.9,0.6,-12.3
O=C(CNS(=O)(=O)c1ccc(Br)s1)N1CCC2(CC1)OCCO2,-7.5,0.3,0.2,23.6
Cc1c(Cl)cccc1NC1=NCCCS1,6.0,-0.7,-0.2,-0.1

# Carrying on.
SMILES,TEAD-YAP inh,GPR151 ag,FBW7 act,MITF inh
O=C(CN1C(=O)C2C3C=CC(C3)C2C1=O)N1CC2CC(C1)c1cccc(=O)n1C2 (stereo unspecified),3.1,0.8,-0.1,-12.1
CCOC(=O)C1C2NC(=S)N(CCOC)C1(C)Oc1c(Br)cc(Br)cc12 (stereo unspecified),4.4,0.1,-0.3,35.9
COc1ccccc1NC(=O)CN1C(=O)CN=C(c2ccccc2)c2ccccc21,5.4,-0.3,0.0,-3.1
C/C=C(\C)CN(C)CCc1ccc(OC)c(OC)c1,-4.5,0.3,0.1,26.6
CCP(=O)(CC)Nc1cccc(C(F)(F)F)c1,7.7,1.3,0.4,7.8
CN(C)[C@@H]1C(=O)C(C(N)=O)=C(O)[C@@]2(O)C(=O)C3=C(O)c4c(O)cccc4[C@@](C)(O)[C@H]3[C@H](O)[C@@H]12,-2.0&6.8,7.4*!,-0.3&-0.3&-0.3&-0.2,64.4*
CCN1CCN(c2ccc([N+](=O)[O-])cc2F)CC1,-7.5,0.2,0.2,8.0
O=c1[nH]c(=O)n(-c2ccccc2)c(O)c1N=Nc1ccc(Br)cc1,-8.1,-0.2,0.0,-18.8
O=C(C(=O)N1CCOCC1)c1cn(Cc2ccc(F)cc2)c2ccccc12,-2.2,-1.2,0.1,-5.2
O=c1[nH]c(=S)[nH]c(O)c1N=Nc1ccc(S(=O)(=O)N2CCOCC2)cc1,-5.7,-2.7,0.1,9.8
COc1ccc(/C=N/N/C(N)=N\[N+](=O)[O-])cc1O,-8.0,-0.4,0.1,-2.8
CC(=O)N(C1=NCCCS1)c1ccc(Cl)cc1,-13.4,-0.1,0.0,-5.6
O=C1NC(=O)C2(CCNCC2)C1c1ccccc1 (stereo unspecified),-0.5,4.8,0.1,9.6
Cc1cc(C)[n+](-c2nccs2)c(C)c1,1.0,3.0,0.0,-6.4
O=C(CCn1nc(-c2ccc(Cl)cc2)ccc1=O)N1CCC2(CC1)OCCO2,-3.5,1.9,-0.1,-0.5
CN1CCc2nc(N)c3c(=O)oc4ccccc4c3c2C1,1.5,-0.1,-0.1,-12.7
CN(C)CC#CCC(O)(c1ccccc1)C1CCCC1 (stereo unspecified),-9.8,4.3,0.0,-0.7
COc1ccc(Cl)cc1NC(=O)C(Cl)(Cl)Cl,6.2,0.2,-0.1,-5.8
C#CCN1C(=O)C2(C(C(=O)OCC)=C(N)OC3=C2C(=O)CC(C)(C)C3)c2ccccc21 (stereo unspecified),6.7,0.2,0.1,8.6
CCCCn1c(=O)c(C(=O)Nc2cc([N+](=O)[O-])ccc2O)c(O)c2ccccc21,-2.3,2.9,0.5,14.2
CCN[C@@H](C)Cc1cccc(C(F)(F)F)c1,.,-2.2,0.0,-6.0

# Screening data from PubChem BioAssay.
